NTMT1 inhibitor: NTMT1 methyltransferase inhibition; NTMT1 MTase-Glo SAH luminescence, purified enzyme; Potency, µM (top dose mostly 114 µM), for the others: at the top dose activity change, negative = inhibition, actives largely listed as inhibitors; 59,000 compounds, 2.5% hits;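 also: plate controls were DMSO vehicle for no effect and no enzyme for full effect; nearly all actives have a fitted effect of over 65% in size; many of its hits are not listed in these tables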
Target sequence (Q9BV86 whole entry, looked up): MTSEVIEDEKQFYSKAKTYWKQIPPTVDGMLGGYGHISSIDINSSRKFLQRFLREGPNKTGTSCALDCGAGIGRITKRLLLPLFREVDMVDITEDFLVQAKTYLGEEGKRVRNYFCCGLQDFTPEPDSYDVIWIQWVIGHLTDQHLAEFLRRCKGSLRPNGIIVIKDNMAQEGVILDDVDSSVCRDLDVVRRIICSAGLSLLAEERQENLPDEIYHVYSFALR
FH mod: Identification of activators of human fumarate hydratase by quantitative high-throughput screening; Fumarate hydratase, mitochondrial (Homo sapiens), P07954; FH coupled MDH/diaphorase resazurin fluorescence, 15 min; Potency, µM (doses to about 79.9 µM), without a hit: at the top dose activity change, negative = inhibition, usual class: inhibitors; 54,000 compounds, 0.22% hits; AID 1347055, 2019; also: the screen sought activators but most active calls are inhibition curves; nearly all actives have a fitted effect of over 45% in size
Target sequence (P07954 whole entry, looked up): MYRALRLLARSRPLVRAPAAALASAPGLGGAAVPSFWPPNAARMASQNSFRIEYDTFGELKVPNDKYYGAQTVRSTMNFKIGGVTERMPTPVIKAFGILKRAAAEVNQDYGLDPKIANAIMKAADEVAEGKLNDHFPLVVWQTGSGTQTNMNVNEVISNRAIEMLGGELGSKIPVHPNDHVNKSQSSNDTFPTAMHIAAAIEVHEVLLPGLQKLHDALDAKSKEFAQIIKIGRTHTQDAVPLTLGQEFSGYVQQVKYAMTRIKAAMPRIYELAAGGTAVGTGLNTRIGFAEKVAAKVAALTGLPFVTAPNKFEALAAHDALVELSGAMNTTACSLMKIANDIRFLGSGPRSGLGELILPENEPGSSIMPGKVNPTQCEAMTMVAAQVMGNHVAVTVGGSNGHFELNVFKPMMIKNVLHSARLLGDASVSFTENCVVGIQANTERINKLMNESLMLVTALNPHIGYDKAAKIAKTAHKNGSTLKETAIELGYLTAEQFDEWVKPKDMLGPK
* marks the source's active call; other numbers are inactive results; u = inconclusive; & = joins results of further samples; ! = a repeat was not active; [ ] = another dose, or the depositor's remark. Calls follow the shape of the dose curve; as a rule, active = well fitted curve in the direction sought with a large enough effect; inconclusive = small, poorly fitted or top-dose-only effect, or another doubt; inactive = no such curve, though single readings can be large; an effect the other way counts as inactive or inconclusive. Unless noted, % is scaled to controls: 0 for no effect and ±100 for the full control effect; potency is read from the fitted curve at half-maximal effect. Only part of the results is shown; the hit share may differ from the screen's.

SMILES	NTMT1 inhibitor	FH mod
Cc1c(C)n(CCN(C)C)c2ccc(C(=O)OCCN(C)C)cc12	-20%[57.5 µM]	-12%[53.3 µM]
CCn1cc(C2=NOC(C(=O)Nc3c(C)n(C)n(-c4ccccc4)c3=O)C2)c(C)n1 (stereo not given)	20%[57.5 µM]	2%
C=C1C(=O)OC2/C=C(\C)CC/C=C(\C)CC(OC(C)=O)C12 (stereo not given)	-3%[57.5 µM]	-2%
CC(C)(C)[C@H](NC(=O)c1ccc(N)c(Cl)c1)C(=O)N1CCC[C@@H]1C(=O)N[C@H](C#N)CC(=O)O	u	-10%[6.31 µM]
CC1(C)OC[C@@H]2O[C@@]3(C(=O)O)OC(C)(C)O[C@H]3[C@@H]2O1	-28%[57.5 µM]	-9%[53.3 µM]
CC(C)C1(O)NC(=O)C(CC2(O)c3ccccc3N3C(=O)C(C)(C)NC32)n2c1nc1ccccc1c2=O (stereo not given)	5%[29.8 µM]	-4%[53.3 µM]
CCN1CCC(n2cc(CNc3cc(Cl)c4ncc(C#N)c(Nc5ccc(F)c(Cl)c5)c4c3)nn2)CC1	2.5µM*	-9%
O=C(OC1C=C(CO)C2C(OC3OC(CO)C(O)C(O)C3O)OC=CC12)c1ccc(O)cc1 (stereo not given)	11%[29.8 µM]	-9%[53.3 µM]
CN1CCN(C2=Nc3ccccc3Nc3ccc(OS(=O)(=O)C(F)(F)F)cc32)CC1	3%[57.5 µM]	1%
C[N+]12CCC(CC1)C(OC(=O)C(O)(c1ccccc1)c1ccccc1)C2 (stereo not given)	19%[57.5 µM]	2%[53.3 µM]
N#CC(=C(N)Sc1ccccc1N)C(C#N)=C(N)Sc1ccccc1N	-28%[57.5 µM]	-7%[53.3 µM]
CCOc1cccc(NC(=O)c2ccc(N3CCCC3)c(C(F)(F)F)c2)c1	5%[57.5 µM]	-14%
CC(=O)OC/C(=C/C(=O)O)CC[C@@H]1C(C)=CC(=O)[C@@H]2C(C)(C)CCC[C@@]12C	3%[29.8 µM]	0%[53.3 µM]
COc1c2c(c(C)c3c1C(=O)OC3)OC1(C)CC(O)C(C(C)(C)O)C(C)(CCC(=O)O)C1C2 (stereo not given)	3%[29.8 µM]	3%[53.3 µM]
COc1ccc(C(=O)N2CCN(CC(=O)N3CCOCC3)CC2)cc1	20%[57.5 µM]	6%[53.3 µM]
O=C(O)[C@H](CC(=O)N1C[C@H]2CCCC[C@H]2C1)Cc1ccccc1	-18%	2%
C[C@@H]1O[C@@H](OC[C@H]2O[C@@H](OCCc3ccccc3)[C@H](O)[C@@H](O)[C@@H]2O)[C@H](O)[C@H](O)[C@H]1O	13%[29.8 µM]	-10%[53.3 µM]
COC(=O)C1=CO[C@@H](O)[C@@H]2C(CO)=CC[C@@H]12	-5%[57.5 µM]	5%[53.3 µM]
C=C1CC2C3(C)C=CC(=O)OC(C)(C)C3CC(OC(C)=O)C2(C)C2C(=O)OC(C)C(=O)C12C (stereo not given)	9%[29.8 µM]	6%[53.3 µM]
OCc1ccc(Cl)cc1Cl	6%[57.5 µM]	2%[53.3 µM]
CC(C)(C)n1nc(-c2cccc3ccccc23)c2c(N)ncnc21	-17%	-4%
CN1CCN(c2cc3c(nn2)Oc2ccccc2N3C)CC1	-10%[29.8 µM]	-5%[20.6 µM]
CC(=O)OCCC(C)CCC1C(C)(O)CCC2C(C)(C)CCCC21C (stereo not given)	5%[29.8 µM]	-10%[53.3 µM]
COc1ccccc1N1CCN(CC(O)COc2cccc3ccccc23)CC1 (stereo not given)	u	4%&-7%&-18%[53.3 µM]
CC1(C)CCC(CN2CCN(c3ccc(C(=O)NS(=O)(=O)c4ccc(NCC5CCOCC5)c([N+](=O)[O-])c4)c(Oc4cnc5[nH]ccc5c4)c3)CC2)=C(c2ccc(Cl)cc2)C1	u	-1%&-7%[53.3 µM]
CC(C)=CCC[C@](C)(O[C@@H]1O[C@H](CO)[C@@H](O)[C@H](O)[C@H]1O)[C@H]1CC[C@]2(C)[C@@H]1[C@H](O)CC1[C@@]3(C)CC[C@H](O)C(C)(C)C3[C@@H](O[C@@H]3O[C@H](CO)[C@@H](O)[C@H](O)[C@H]3O[C@@H]3OC[C@@H](O)[C@H](O)[C@H]3O)C[C@]12C (stereo not given in full)	7%[12.6 µM]	5%[20.6 µM]
CCNC(=O)[C@H]1O[C@H](n2cnc3c(NCC(c4ccccc4)c4ccccc4)nc(C(=O)NCCNC(=O)NC4CCN(c5ccccn5)CC4)nc32)[C@H](O)[C@@H]1O	7%[57.5 µM]	-6%
C#C[C@]1(O)CC[C@@H]2[C@@H]3CCc4cc(O)ccc4[C@H]3CC[C@@]21C	u	-1%[53.3 µM]
O=C(CCCCCCCCC#CI)Oc1ccccc1	u	-3%[53.3 µM]
C/C=C(/C)C(=O)O[C@H]1C=C(C)C[C@H](OC(=O)c2ccc(O)cc2)C2[C@](O)(C(C)C)CC[C@@]21C (stereo not given in full)	-14%[12.6 µM]	3%[20.6 µM]
CC(C)OC(=O)OCOP(=O)(CO[C@H](C)Cn1cnc2c(N)ncnc21)OCOC(=O)OC(C)C	u	18%&11%[53.3 µM]
CCC(C)C(N)C(=O)NCCN1CCOCC1 (stereo not given)	4%[57.5 µM]	4%
CN(C)C(=O)C(CCN1CCC(O)(c2ccc(Cl)cc2)CC1)(c1ccccc1)c1ccccc1	5%	-16%&-1%&-6%[53.3 µM]
O=C(O)Cc1ccccc1Oc1ccc(Cl)cc1Cl	13%[57.5 µM]	-2%[53.3 µM]
Clc1ccc(Nc2nnc(Cc3ccncc3)c3ccccc23)cc1	89µM*!	-3%
C[C@@H](Oc1cc(-c2cnn(C3CCNCC3)c2)cnc1N)c1c(Cl)ccc(F)c1Cl	18µM*	-8%
CN(C)CCN1C(=O)c2ccccc2N(C)c2ccccc21	-19%[57.5 µM]	2%[53.3 µM]
CCC(C)(NC(=O)C(CCC(N)=O)NC(=O)C1CC(O)CN1C(=O)C(C)(C)NC(=O)C(C)(C)NC(=O)C(CC(C)C)NC(=O)CNC(=O)C(NC(=O)C(C)(C)NC(=O)C(C)(C)NC(=O)C(C)(C)NC(=O)C(Cc1ccccc1)NC(C)=O)C(C)C)C(=O)N1CC(O)CC1C(=O)NC(C)(C)C(=O)NC(CO)Cc1ccccc1 (stereo not given)	-17%[6.45 µM]	-5%[13.5 µM]
CCC(=O)OCC(=O)[C@@]1(OC(=O)CC)[C@@H](C)C[C@H]2[C@@H]3CCC4=CC(=O)C=C[C@]4(C)[C@@]3(F)[C@@H](O)C[C@@]21C	10%[57.5 µM]	-7%
C=C1C(=O)O[C@@H]2[C@H]1[C@H](O)C[C@]1(C)[C@@H](O)CC=C(C)[C@@H]21	18%[57.5 µM]	0%
COC(=O)c1[nH]c(=O)c2ccccc2c1-c1ccc[nH]1	8%[57.5 µM]	2%
O=C(c1ccc(OCCN2CCCCC2)cc1)c1c(-c2ccc(O)cc2)sc2cc(O)ccc12	u	u
N#Cc1ccc(N2N=C3c4ccc(C(=O)O)cc4CC[C@@H]3[C@@H]2C2CCCC2)cc1Cl	u	u
O=C(/C=C/c1ccc(O)cc1)O[C@H]1[C@@H]2C=CO[C@@H](O[C@@H]3O[C@H](CO)[C@@H](O)[C@H](O)[C@H]3O)[C@@H]2[C@@]2(CO)O[C@@H]12	14%[29.8 µM]	-2%[53.3 µM]
COc1cc(O)c2c(c1)/C=C/C[C@H](O)[C@H](O)C(=O)/C=C\C[C@H](C)OC2=O	25µM*	-6%&-3%
C/C(=C\CO[C@@H]1O[C@H](CO[C@H]2OC[C@](O)(CO)[C@H]2O)[C@@H](O)[C@H](O)[C@H]1O)C(C)(C)O	5%[29.8 µM]	2%[53.3 µM]
CCC(CC)C(=O)OC12C(OC(=O)C(C)C)C(C)C3(O)C(C=C(CO)CC4(O)C(=O)C(C)=CC43)C1C2(C)C (stereo not given)	-4%[29.8 µM]	-6%[53.3 µM]
NC(=O)c1cccc2cn(-c3ccc(C4CCCNC4)cc3)nc12 (stereo not given)	-1%[57.5 µM]	6%
COc1cc(O)cc(C)c1C(=O)O[C@@H]1[C@H](O)[C@@H](CO)O[C@H]1n1ccc(=O)[nH]c1=O	-13%[29.8 µM]	-15%[53.3 µM]
N#Cc1c[nH]c2c(C(=O)N3CCN(CCc4ccc(F)cc4)CC3)cccc12	21%[57.5 µM]	-3%
O=C(O)CCC1CCC(c2cc(F)ccc2F)(S(=O)(=O)c2ccc(Cl)cc2)CC1 (stereo not given)	5%	-12%[53.3 µM]
CN(C)C(=O)Nc1cccc(-c2ccc(N(C)C)cc2)c1	-2%[57.5 µM]	1%
O=C(NOCC1CC1)c1ccc(F)c(F)c1Nc1ccc(I)cc1Cl	-21%	-13%
COC(=O)C1=C(C)NC(COC(N)=O)=C(C(=O)OC(C)C)C1c1cccc(Cl)c1Cl (stereo not given)	u	u
CC(=O)O[C@]1(C(C)=O)CC[C@H]2[C@@H]3C=C(C)C4=CC(=O)CC[C@]4(C)[C@H]3CC[C@@]21C	u	2%[53.3 µM]
O=C(OCC(O)CO)c1ccccc1Nc1ccnc2c(C(F)(F)F)cccc12 (stereo not given)	12%[57.5 µM]	-1%[53.3 µM]
COC(=O)C1=COC(O[C@@H]2O[C@H](CO[C@@H]3O[C@H](COC(=O)/C=C\c4ccc(O)cc4)[C@@H](O)[C@H](O)[C@H]3O)[C@@H](O)[C@H](O)[C@H]2O)C2C(CO)=CCC12 (stereo not given in full)	22%[12.6 µM]	3%[20.6 µM]
Cc1ccc(/C=N/NC(=O)c2ccccc2Oc2ccccc2)o1	0%	7%[53.3 µM]
COc1cc(C(C)=O)ccc1O[C@@H]1O[C@H](CO)[C@@H](O)[C@H](O)[C@H]1O	-2%[29.8 µM]	2%[53.3 µM]
CC1C(O)C(O)C2C(C(=O)OCCc3ccc(O)cc3)=COC(O[C@@H]3O[C@H](CO)[C@@H](O)[C@H](O)[C@H]3O)C12 (stereo not given in full)	0%[29.8 µM]	-1%[53.3 µM]

As a working copy, some entries already given:
SMILES	NTMT1 inhibitor	FH mod
CCn1cc(C2=NOC(C(=O)Nc3c(C)n(C)n(-c4ccccc4)c3=O)C2)c(C)n1 (stereo not given)	20%[57.5 µM]	2%
C=C1C(=O)OC2/C=C(\C)CC/C=C(\C)CC(OC(C)=O)C12 (stereo not given)	-3%[57.5 µM]	-2%
CC(C)(C)[C@H](NC(=O)c1ccc(N)c(Cl)c1)C(=O)N1CCC[C@@H]1C(=O)N[C@H](C#N)CC(=O)O	u	-10%[6.31 µM]
CC1(C)OC[C@@H]2O[C@@]3(C(=O)O)OC(C)(C)O[C@H]3[C@@H]2O1	-28%[57.5 µM]	-9%[53.3 µM]

Remaining list, next part:
SMILES	NTMT1 inhibitor	FH mod
OC(CCN1CCCCC1)(c1ccccc1)C1CCCCC1 (stereo not given)	-1%[57.5 µM]	-6%&-1%[53.3 µM]
N[C@H]1Cc2ccccc2N(O)C1=O	-30%[57.5 µM]	1%
C/C=C(\C)C(=O)OC[C@H]1O[C@@H](O[C@H]2[C@@H](O[C@H]3O[C@H](CO)[C@@H](O)[C@H](O)[C@H]3O[C@@H]3O[C@H](CO)[C@@H](O)[C@H](O)[C@H]3O)O[C@H](COC(=O)/C(C)=C/C)[C@@H](O)[C@@H]2O)[C@H](O)[C@@H](O)[C@@H]1O	-5%[12.6 µM]	6%[20.6 µM]
CC(C)=CCC(O)/C(C)=C/CO[C@@H]1O[C@H](CO)[C@@H](O)[C@H](O)[C@H]1O (stereo not given in full)	3%[29.8 µM]	6%[53.3 µM]
CC[C@H](/C=C/[C@@H](C)[C@H]1CC[C@H]2[C@@H]3CC=C4C[C@@H](O)CC[C@]4(C)[C@H]3CC[C@]12C)C(C)C	0%[6.45 µM]	8%[6.31 µM]
CCCCCCCCCCOc1cc2c(=O)c(C(=O)OCC)c[nH]c2cc1OCC	6%[6.45 µM]	1%[6.31 µM]
Cc1cc(OCc2nc(-c3ccccc3Cl)cs2)ccc1OCC(=O)O	3%[57.5 µM]	-11%
CCC(C)C(=O)OC1CC(C)C=C2C=CC(C)C(CCC(O)CC(O)CC(=O)O)C21 (stereo not given)	12%[29.8 µM]	0%[53.3 µM]
C#CC[C@H](c1nc2cc(Cl)ccc2c(=O)n1Nc1ccccc1)N(CCCN)C(=O)c1cccc(Cl)c1F	-6%[57.5 µM]	0%
CNCCC(Oc1ccc(C(F)(F)F)cc1)c1ccccc1 (stereo not given)	-31%[57.5 µM]	-9%&0%[53.3 µM]
O=C(O)c1ccnc2cc(-c3nc4ccccc4n3CCN3CCCCC3)sc12	-18%[57.5 µM]	13µM*
COC(=O)C1=C(C)NC(C)=C(C(=O)OCC(C)=O)C1c1ccccc1[N+](=O)[O-] (stereo not given)	8%[57.5 µM]	u

By substructure, those above with a CF3 group.
SMILES	NTMT1 inhibitor	FH mod
CN1CCN(C2=Nc3ccccc3Nc3ccc(OS(=O)(=O)C(F)(F)F)cc32)CC1	3%[57.5 µM]	1%
CCOc1cccc(NC(=O)c2ccc(N3CCCC3)c(C(F)(F)F)c2)c1	5%[57.5 µM]	-14%
O=C(OCC(O)CO)c1ccccc1Nc1ccnc2c(C(F)(F)F)cccc12 (stereo not given)	12%[57.5 µM]	-1%[53.3 µM]
CNCCC(Oc1ccc(C(F)(F)F)cc1)c1ccccc1 (stereo not given)	-31%[57.5 µM]	-9%&0%[53.3 µM]
